Source: PubChem (SRMLSC)
SK-BR-3 tox 24h: SK-BR-3 proliferation inhibitors, primary screen, cell-based, human, 24 h; SK-BR-3 viability, CellTiter-Glo ATP luminescence; stronger effect = lower value; viability, % at 10 µM; 41,000 tested, 0.47% active; AID 847, 2007;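 active means viability at or below the median of all test compounds minus 3 SD, in both replicates if run twice, cut at about 45% in these data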;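 further: 100% = median untreated cell wells and 0% = median positive control drug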
Numbers without * were called inactive.

SMILES	SK-BR-3 tox 24h
COC(=O)c1ccc(NS(=O)(=O)c2cc(C)ccc2OC)cc1	85.3
CCCCc1ccc(-c2nc(-c3ccncc3)no2)cc1	86.5
COCc1cc(=O)n2[nH]c(C)nc2n1	84.1
O=C(Nc1ccncc1)c1c(F)cccc1F	108.7
Cc1c(C(=O)NCc2cccs2)oc2ccc(S(=O)(=O)N3CCOCC3)cc12	80.2
COc1ccc(C2C3=C(CC(C)(C)CC3=O)Oc3ncn4nc(-c5cccnc5)nc4c32)cc1 (stereo not drawn)	86.2
CCCc1ccc2c(N)c(C#N)sc2n1	114.7
CS(=O)(=O)Nc1ccccc1C(=O)O	84.9
c1ccc2nc(N3CCOCC3)c(N3CCOCC3)nc2c1	93.2
CCOC(=O)CSc1nnc2n(C3CCCCC3)c(=O)c3c4c(sc3n12)CCCC4	91.7
NC(=O)C1(S(=O)(=O)c2ccccc2)CCCCC1	113.8
CC(C)CSc1nc(N2CCOCC2)c2c(c1C#N)CC(C)(C)SC2	94.6
O=C(CCC(=O)N1CCN(c2ccccn2)CC1)Nc1nnc(C2CCCCC2)s1	79.2
COc1ccc(Nc2nnc(C)c3ccccc23)cc1C(N)=O	102.7
N#Cc1c(C#N)c(-c2ccccc2)n(-c2ccc(C(=O)O)cc2)c1N	112.2
COC(=O)c1c(NC(=O)c2ccc(C)o2)sc2c1CCCCC2	93.1
Cc1nc2ncnn2c(C)c1CCC(=O)NCc1ccc2c(c1)OCO2	93.2
COc1ccccc1NC(=O)NCc1ccc2c(c1)OCO2	136.8
O=C(c1ccccc1)c1ccc(N2CCOCC2)c(NC(=O)c2ccco2)c1	95.0
CCNc1nc(SC(C)C(=O)Nc2ccccc2)nc(N2CCOCC2)n1 (stereo not drawn)	86.0

Arranged by molar mass (lowest first): part of the list above.
SMILES	SK-BR-3 tox 24h
CS(=O)(=O)Nc1ccccc1C(=O)O	84.9
COc1ccccc1NC(=O)NCc1ccc2c(c1)OCO2	136.8
CC(C)CSc1nc(N2CCOCC2)c2c(c1C#N)CC(C)(C)SC2	94.6

Next section
SMILES	SK-BR-3 tox 24h
O=C(Nc1ccc(S(=O)(=O)N2CCOCC2)cc1)C1COc2ccccc2O1 (stereo not drawn)	91.0
COc1ccc(NC(=O)c2cc(-c3ccc(C)o3)nc3ccccc23)cc1OC	77.2
O=C(NC(NCCCN1CCOCC1)(C(F)(F)F)C(F)(F)F)C1CCCCC1	97.2
CCCCOC(=O)C1[C@H]2C(=O)N(c3ccccc3CC)C[C@]23C=C[C@H]1O3 (stereo partly drawn)	100.4
COc1cc(C(=O)Nc2ccc3c(c2)C(=O)N(CCC(=O)O)C3=O)cc(OC)c1OC	86.9
COc1ccccc1-c1noc(CCC(=O)Nc2cc(C(F)(F)F)ccc2Cl)n1	63.5
O=C(NC1CCCCC1)C1CCN(S(=O)(=O)c2cccs2)CC1	103.0
COc1cccc2[nH]c3c(N4CCC(C)CC4)ncnc3c12	93.6
Cn1c(C(=O)NCCN2CCc3ccccc3C2)cc2c(=O)[nH]c3ccccc3c21	82.3
Cc1cccc(N2CCN(S(=O)(=O)c3ccc4c(c3)CCC(=O)N4)CC2C)c1 (stereo not drawn)	80.8
CSc1oc(-c2ccccc2)nc1S(=O)(=O)c1ccc(F)cc1	81.7
Cc1cc(C)n(-c2nc(NCCCO)c3c4c(sc3n2)CCCC4)n1	83.1
O=c1[nH]c(SCc2ccccc2Cl)nc2c1CCC2	81.6
O=C(CS(=O)(=O)Cc1ccccc1)N1CCN(Cc2ccc3c(c2)OCO3)CC1	82.3
CC1(C)Cc2c(C#N)c(SCCC#N)nc(N3CCOCC3)c2CS1	79.9
O=C(CSc1nc2scc(-c3ccco3)c2c(=O)n1-c1ccccc1)NCC1CCCO1 (stereo not drawn)	114.0
N#CC1=C(N)OC2=C(C(=O)CCC2)C1Cc1ccccc1 (stereo not drawn)	85.5
COC(=O)CN(c1ccc(OC)cc1)S(=O)(=O)c1ccc(OC)c(OC)c1	101.7
CCn1c(=O)n(CC(=O)N(C)Cc2ccccc2)c(=O)c2ccccc21	85.5
CN(C)C(=O)Oc1ccc[n+](C)c1	80.1
CN(c1ccc(C(=O)N2CCN(c3ccc(F)cc3)CC2)cc1)S(C)(=O)=O	92.4
COc1cccc(-c2csc3nc[nH]c(=O)c23)c1	86.0
COc1cc(OC)c(NC(=O)CCc2nc(-c3ccc(C)cc3)no2)cc1Cl	76.2
COc1ccccc1NC(=O)C1=C(C)Nc2nnnn2C1c1cc(Br)ccc1OC (stereo not drawn)	79.7
CCC(NC(=O)Nn1cnnc1)(C(F)(F)F)C(F)(F)F	89.2
Cc1csc(NC(=O)CCn2c(=O)oc3ccccc32)n1	101.4
Cc1cc(NC(=O)CCC(=O)N(CC(=O)NC2CCCC2)Cc2ccc(F)cc2)no1	106.6
Cc1ccccc1S(=O)(=O)NC1OC(=O)C(Cl)=C1Cl (stereo not drawn)	125.1
Nc1ncnc2nc(SCCc3ccccc3)[nH]c12	86.3
O=S(=O)(c1ccc2c(c1)OCO2)N1CCN(c2nnnn2-c2ccccc2)CC1	84.6
O=C(c1ccco1)c1n[nH]nc1-c1ccccc1	93.4
CC(C)=CCSc1nnc([C@@H](NC(=O)OC(C)(C)C)C(C)C)o1	92.8
C=CCNS(=O)(=O)c1cccc2cc(C(=O)O)c(O)cc12	72.1
O=C1C(=O)N(CCCN2CCOCC2)C(c2ccccn2)/C1=C(\O)c1ccc2c(c1)OCCO2 (stereo not drawn)	106.9
Cc1occc1C(=O)N1CCN(Cc2ccccc2)CC1	87.1
O=C(c1ccccc1-c1nc(-c2ccccc2)no1)N1CCCC1	91.7
Cc1ccc(C)c(NC(=O)C2CC=CCC2C(=O)O)c1 (stereo not drawn)	112.6
O=C1C2C3C=CC(CO)(O3)C2C(=O)N1c1ccccc1-c1ccccc1 (stereo not drawn)	55.2
S=C(c1ccc2c(c1)OCO2)N1CCCC1	89.9
O=C(NC(NC1CCS(=O)(=O)C1)C(=O)c1ccccc1)c1ccc(Cl)cc1 (stereo not drawn)	89.9
CN(C(=O)CN1C(=O)c2ccccc2S1(=O)=O)c1ccccc1C(=O)O	94.5
CC(=O)Nc1ccc(S(=O)(=O)N2CCC(c3nc4ccc(C)cc4[nH]3)CC2)cc1	61.5
COc1ccc(CCNC(=O)CCN2C(=O)C(C)Oc3ccc(C)cc32)cc1OC (stereo not drawn)	119.4
COC(=O)C1C(=O)C2=C(CC1C)NC(C)=C(C(=O)OC(C)C)C2c1ccc(OC)c(O)c1 (stereo not drawn)	82.5
COc1ccc(S(=O)(=O)N2CCC(C(=O)Nc3cccc(Cl)c3)CC2)cc1OC	95.6
COc1cccc(C2NC(=O)c3ccccc3O2)c1OC (stereo not drawn)	84.5
COCCn1nnnc1C(C(C)C)N(Cc1cccnc1)Cc1ccccc1Cl (stereo not drawn)	80.3
CCn1c(SCC(=O)Nc2nc(-c3ccccc3)cs2)nnc1-c1ccccc1O	88.6
COc1ccc2c(Cl)c(C(=O)NCCCn3ccnc3)sc2c1	92.0
CCN(C(=O)c1ccco1)c1nc(CC(=O)Nc2ccc(Cl)cc2)cs1	95.7
CCn1c(Cc2ccccc2)nnc1SCC(=O)Nc1ccc(S(N)(=O)=O)cc1	98.5
CCn1c2ccccc2c2cc(N)ccc21	112.2
CCOc1ccc2nc(SCC(=O)N3CCCCCC3)c(C#N)cc2c1	107.5
COc1ccc(Cn2c(=O)sc3ccccc32)cc1	89.1
CCCC(C(=O)NC1CCCC1)N(Cc1cccs1)C(=O)c1snc(C(N)=O)c1N (stereo not drawn)	83.2
COc1ccccc1C(=O)n1nc(-c2ccccc2)nc1NCc1ccco1	85.1
COc1ccc(NC(=O)Nc2cc(C)ccc2OC(F)F)c(OC)c1	104.5
COc1ccc(C2C(C(=O)N3CCN(c4ccccn4)CC3)CC(=O)N2c2ccc(OC)cc2)cc1 (stereo not drawn)	81.0
O=C(c1ccccc1C(=O)N1CCN(c2ccccc2F)CC1)N1CCN(c2ccccc2F)CC1	96.0
Cc1ccc(S(=O)(=O)c2nc(NCCCn3ccnc3)sc2Cl)cc1	68.3

A portion from further up, for reference:
SMILES	SK-BR-3 tox 24h
CN(C(=O)CN1C(=O)c2ccccc2S1(=O)=O)c1ccccc1C(=O)O	94.5
CC(=O)Nc1ccc(S(=O)(=O)N2CCC(c3nc4ccc(C)cc4[nH]3)CC2)cc1	61.5
COc1ccc(CCNC(=O)CCN2C(=O)C(C)Oc3ccc(C)cc32)cc1OC (stereo not drawn)	119.4
COC(=O)C1C(=O)C2=C(CC1C)NC(C)=C(C(=O)OC(C)C)C2c1ccc(OC)c(O)c1 (stereo not drawn)	82.5
COc1ccc(S(=O)(=O)N2CCC(C(=O)Nc3cccc(Cl)c3)CC2)cc1OC	95.6
COc1cccc(C2NC(=O)c3ccccc3O2)c1OC (stereo not drawn)	84.5
COCCn1nnnc1C(C(C)C)N(Cc1cccnc1)Cc1ccccc1Cl (stereo not drawn)	80.3
CCn1c(SCC(=O)Nc2nc(-c3ccccc3)cs2)nnc1-c1ccccc1O	88.6
COc1ccc2c(Cl)c(C(=O)NCCCn3ccnc3)sc2c1	92.0
CCN(C(=O)c1ccco1)c1nc(CC(=O)Nc2ccc(Cl)cc2)cs1	95.7
CCn1c(Cc2ccccc2)nnc1SCC(=O)Nc1ccc(S(N)(=O)=O)cc1	98.5
CCn1c2ccccc2c2cc(N)ccc21	112.2
CCOc1ccc2nc(SCC(=O)N3CCCCCC3)c(C#N)cc2c1	107.5
COc1ccc(Cn2c(=O)sc3ccccc32)cc1	89.1
CCCC(C(=O)NC1CCCC1)N(Cc1cccs1)C(=O)c1snc(C(N)=O)c1N (stereo not drawn)	83.2
COc1ccccc1C(=O)n1nc(-c2ccccc2)nc1NCc1ccco1	85.1

Other structures follow.
SMILES	SK-BR-3 tox 24h
CS(=O)(=O)N(Cc1ccc(C(=O)NCc2ccco2)cc1)c1ccccc1	95.1
COc1ccc(NC(=O)CCC2COc3ccccc3O2)c(OC)c1 (stereo not drawn)	95.1
COc1ccccc1-c1cc(C(=O)NCc2ccco2)no1	80.5
COC(=O)Cc1cc(=O)n2[nH]c(C)nc2n1	99.9
O=C(COc1ccc(Cl)cc1Cl)Nc1nc2n(n1)C(c1ccccc1)CC(=O)N2 (stereo not drawn)	83.3
COc1ccc(C2N3CC4(C)CN2CC(C)(C3)C4O)cc1OC (stereo not drawn)	96.5
CSC1=C(C#N)C(c2ccc(C)s2)CC(=O)N1 (stereo not drawn)	95.4
C#CCOC(=O)CCC(=O)Nc1cc(OC)nc(OC)n1	98.1
O=C(c1ccco1)N1CCN(C2=NS(=O)(=O)c3ccccc32)CC1	110.6
CC(=O)c1c(C)n([O-])c2cc(C)ccc2[n+]1=O	74.6
CCOc1ccc(-n2c(SCC(=O)NC(C)CC)nc3n[nH]c(C)c3c2=N)cc1 (stereo not drawn)	74.6
CCOCc1nnc(NC(=O)c2ccco2)s1	91.3
CC1=C(C(=O)OC(C)C)C(C)NC(=O)N1 (stereo not drawn)	103.9
CCCCCOC(=O)NCCOC(=O)Nc1ccc(C(=O)OCC)cc1	112.6
CCOC(=O)c1c(C)n(C)c2ccc(O)c(CN3CCCCC3)c12	78.2
CC(C)(C)c1ccc(-c2nnc(SCC(=O)O)n2N)cc1	79.8
CC(C)Oc1ccc(C(CC(=O)O)NC(=O)CSc2ncn[nH]2)cc1 (stereo not drawn)	85.6
CC(=O)c1ccc(OCC(=O)NC2CCS(=O)(=O)C2)cc1 (stereo not drawn)	83.9
CC1CCCN(C(=O)C2c3ccccc3C(=O)N3CCc4ccccc4C23)C1 (stereo not drawn)	66.4
Cc1ccc(-c2noc(CCC(=O)N3CCCC3)n2)cc1	98.8
O=C(CCn1c(=O)sc2ccccc21)NCCCn1ccnc1	102.9
COc1ccccc1NC(=O)N1CCCC1C(=O)NCc1ccc(F)cc1 (stereo not drawn)	98.5
Cc1cc(=O)oc(C)c1C(=O)NCCN1CCOCC1	92.6
COc1ccccc1NC(=O)Cn1c(CN2CCCCC2)nc2ccccc2c1=O	97.9
c1ccc(-c2nnc(SCc3cn4ccsc4n3)o2)cc1	70.8
O=C(Nc1cccnc1)c1ccccc1F	81.7
COc1ccc(-c2cc(C(F)(F)F)nc(N3CCCCCC3)n2)cc1	76.9
CCN(CC)C(=O)c1cn(CC)c(=O)c2cc(OC)c(OC)cc12	88.2
Cc1ccc(N2CC(C(=O)OCc3ccccc3F)CC2=O)cc1 (stereo not drawn)	89.4
O=C(CNS(=O)(=O)c1ccccc1)NCc1ccccn1	88.3
CCOC1=NC(C(=O)O)c2ccccc2/C(=C(/C)Cl)N1 (stereo not drawn)	109.3
C=CCN1C(=O)C2C(C(=O)NC)C3C=CC2(O3)C1C(=O)NCc1ccc(OC)cc1 (stereo not drawn)	81.0
O=c1c2cnn(-c3ccccc3Cl)c2ncn1Cc1cccnc1	157.4
Cc1ccc(CS(=O)(=O)Cc2ccc(C(=O)NCc3cccnc3)o2)cc1	79.7
O=C(Nc1cccc(-n2cnnn2)c1)c1ccco1	91.8
O=C(CN1C(=O)c2ccccc2S1(=O)=O)NCCC1=CCCCC1	86.9
Cc1ccc(NC2CC(=O)N(c3ccc(N4CCCCC4)cc3)C2=O)cc1 (stereo not drawn)	90.0
Cc1cc(O)ccc1-c1cnc2ccccc2n1	92.4
Cc1ccc(S(=O)(=O)c2cc3c(=O)n4ccccc4nc3n(Cc3ccco3)c2=N)cc1	88.9
CCCOc1ccc(C(CC(=O)O)NC(=O)c2ccc3c(c2)OCO3)cc1 (stereo not drawn)	80.0
CC(=O)c1c(C)n(CC(=O)NCc2ccc3c(c2)OCO3)c2ccccc12	83.2
COc1cccc(-c2cc(C(F)(F)F)nc(N3CCCCC3)n2)c1	76.9
Nc1ccc2oc(-c3ccccc3Cl)nc2c1	78.1
Cc1cc(C)c(C#N)c(SCC(=O)N2CCN(Cc3ccccc3)CC2)n1	87.6
CCOc1ccc(N2C(=O)CCC2=O)cc1	102.4
COc1ccc(N2CCN(CCCNC(=O)CCCn3c(=O)[nH]c4ccsc4c3=O)CC2)cc1	101.1
c1ccc2c(c1)oc1c(N3CCN(Cc4ccc5c(c4)OCO5)CC3)ncnc12	72.7
COC(=O)c1ccccc1NC(=O)CN(C1CCCCC1)S(C)(=O)=O	88.4
COC(=O)CNC(=O)CNC(=O)Nc1ccccc1	98.2
CCOC(=O)C1C(=O)OC(C)(C)C1C(C)C(=O)c1ccc(OC)cc1 (stereo not drawn)	106.9

A portion of the library; count on the stated rates, not on these rows.
